High-throughput results from PubChem BioAssay.
HT1080 IDH1KD tx: qHTS for induction of synthetic lethality in tumor cells producing 2HG: qHTS for the HT-1080-IDH1KD cell line | HT-1080 IDH1 knockdown viability, ATP luminescence, 48 h | Potency, µM (highest dose often 46.1 µM), for inactives: top-dose activity, negative = toxicity, usual class: cytotoxic | 2% of 360,000 active;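 note: potency is the fitted concentration of half-maximal effect; 0% = DMSO wells and -100% = cell-free medium wells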
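Assay cells: HT-1080 with IDH1 knockdown, 750 per well, RPMI/5% FBS. Exposure: 48 h at 37 °C following 2 h pre-incubation. Read: CellTiter-Glo luminescence; fitted concentration-response, curve class assigned.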
IL1B secr inh: qHTS for Inhibitors of Inflammasome Signaling: IL-1-beta AlphaLISA Primary Screen; 4.7% of 360,000 active; THP-1 LPS/ATP IL-1B secretion, AlphaLISA, 16 h; active compounds read low; activity change, % at 57.5 µM; in the data active = activity change below about -50%; inconclusive = mostly about -30% to -49%; note: % is set by controls: 0 for no effect and ±100 for the full control effect
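THP-1 cells pretreated 1 hr with compounds (up to 57.5 uM final), then stimulated with LPS (250 ng/mL final) plus ATP (1.25 mM final); secreted IL-1B measured by AlphaLISA after 16 hr, decreased signal indicating inhibition.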
KB-V1 MDR tox: qHTS assay for MDR1-selective chemotherapeutics: Primary screen using the drug-selected MDR subline cells KB-V1 | KB-V1 MDR cells viability, CellTiter-Glo, 72 h | Potency, µM (titrated, usually from 46.1 µM), for the others: at the top dose activity change, negative = cytotoxicity, most hits filed as cytotoxic | 3.4% of 400,000 active | AID 1347076, 2019; note: potency is the fitted concentration of half-maximal effect; % is set by controls: 0 for no effect and ±100 for the full control effect; nearly all actives have a fitted effect of over 60% in size
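KB-V1 MDR subline cells in DMEM (phenol-red free, 10% FBS) exposed to compounds in qHTS concentration series for 72 h at 37 degrees C. Viability read by CellTiter-Glo luminescence; concentration-effect curves fitted after normalization and correction.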
GLP-1R agonist: qHTS of GLP-1 Receptor Agonists | Glucagon-like peptide 1 receptor (Homo sapiens), P43220 | 0.007% of 380,000 active | HEK293 GLP-1R CRE-luciferase, luminescence, 4-6 h; cells express a hypersensitive GLP-1R form | AID 624172, 2012 | Potency, µM (highest dose often 45.6 µM), inactives show top-dose activation, most hits filed as activators; note: potency is the fitted concentration of half-maximal effect; % of control where 0% means no effect
Target sequence (P43220 whole entry, looked up): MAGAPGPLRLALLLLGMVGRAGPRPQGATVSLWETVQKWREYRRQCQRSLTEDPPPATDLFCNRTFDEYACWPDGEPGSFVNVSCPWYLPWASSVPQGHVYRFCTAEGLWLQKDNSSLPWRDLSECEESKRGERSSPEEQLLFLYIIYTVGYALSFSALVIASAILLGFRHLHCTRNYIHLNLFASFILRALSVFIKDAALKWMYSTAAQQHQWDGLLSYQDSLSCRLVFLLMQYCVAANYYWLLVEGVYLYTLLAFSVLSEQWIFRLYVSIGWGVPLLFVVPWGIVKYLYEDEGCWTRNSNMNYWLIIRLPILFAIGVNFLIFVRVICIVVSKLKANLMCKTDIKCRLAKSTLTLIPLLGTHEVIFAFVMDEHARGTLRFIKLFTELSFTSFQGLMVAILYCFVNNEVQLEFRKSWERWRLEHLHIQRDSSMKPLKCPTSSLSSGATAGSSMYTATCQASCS
DRD3 agonist: qHTS of D3 Dopamine Receptor Agonist: qHTS. D(3) dopamine receptor (Homo sapiens), P35462. D3R DiscoveRx beta-arrestin cells, luminescence, 90 min. max activation, %. 0.58% of 410,000 active. AID 652048, 2013; in the data active = max activation above about 30%; note: 0% is about no effect; mostly tested at two doses, the higher about 12 µM
Target sequence (P35462 whole entry, looked up): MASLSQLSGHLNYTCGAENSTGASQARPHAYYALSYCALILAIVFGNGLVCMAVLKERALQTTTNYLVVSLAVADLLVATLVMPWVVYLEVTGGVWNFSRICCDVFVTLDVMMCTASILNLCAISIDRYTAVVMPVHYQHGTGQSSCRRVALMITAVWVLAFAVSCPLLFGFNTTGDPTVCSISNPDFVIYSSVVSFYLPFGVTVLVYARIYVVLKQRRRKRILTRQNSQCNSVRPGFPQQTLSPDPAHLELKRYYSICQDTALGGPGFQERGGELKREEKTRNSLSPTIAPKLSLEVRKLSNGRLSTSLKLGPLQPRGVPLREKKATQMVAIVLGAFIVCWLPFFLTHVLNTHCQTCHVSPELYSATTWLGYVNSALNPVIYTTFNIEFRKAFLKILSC
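Agonist-mode cell screen: cells plated at 1500/well and incubated overnight at 37 °C, then exposed to library compounds for 90 min at 37 °C. Detection reagent was added for 30–60 min at room temperature, and luminescence was read.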
D3 antag: qHTS of D3 Dopamine Receptor Antagonist: qHTS | D3R cells, DiscoveRx beta-arrestin luminescence, antagonist mode; active compounds read low | max response, negative = inhibition, % | 2.5% of 360,000 active | AID 652054, 2013; in the data active = max response below about -50%; inconclusive = no clear call, values can overlap the other calls; note: % is set by controls: 0 for no effect and ±100 for the full control effect; mostly tested at two doses, the higher about 12 µM
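Cells plated overnight at 1500 cells/well, then exposed to library compounds with dopamine controls for 90 minutes at 37 degrees C. DiscoveRx reagent added for 30–60 minutes at room temperature; luminescence read, quantitative HTS format.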
HT1080-NT tox: qHTS for induction of synthetic lethality in tumor cells producing 2HG: qHTS for the HT-1080-NT fibrosarcoma cell line; 1.6% of 360,000 active; Potency, µM (top dose mostly 46.1 µM), for inactives: top-dose activity, negative = less viability, actives largely listed as cytotoxic; AID 686970, 2013; HT-1080-NT fibrosarcoma viability, CellTiter-Glo ATP luminescence, 48 h;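 note: NT is the 2HG producing partner of a matched IDH1 knockdown line; potency is the fitted concentration of half-maximal effect; 0% = DMSO-treated cells and -100% = media-only wells without cells; nearly all actives have a fitted effect of over 55% in size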
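Fibrosarcoma NT cells, 750 per well in 5% FBS RPMI, were exposed to compound for 48 hours. Viability: CellTiter-Glo luminescence.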
KB-3-1 cytotox: qHTS assay for MDR1-selective chemotherapeutics: Primary screen using the parental adenocarcinoma cell KB-3-1; KB-3-1 viability, CellTiter-Glo ATP luminescence, 72 h; Potency, µM (highest dose often 46.1 µM), for inactives: at the highest dose activity change, negative = cytotoxic, most hits filed as cytotoxic; 1.4% of 400,000 active; AID 1347075, 2019; note: potency is the fitted concentration of half-maximal effect; % is set by controls: 0 for no effect and ±100 for the full control effect; nearly all actives have a fitted effect of over 60% in size
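Parental KB-3-1 viability, qHTS format: 72 h compound exposure, 37 °C; CellTiter-Glo; media-only wells and DMSO plates as controls; concentration-effect fits on corrected data.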
SW480 rerep: A quantitative high throughput screen for small molecules that induce DNA re-replication in SW480 colon adenocarcinoma cells | SW480 DNA re-replication, Hoechst DNA content imaging, 48 h | Potency, µM (doses to about 46.1 µM), without a hit: at the highest dose re-replication activation, most hits filed as activators | 1.8% of 340,000 active | AID 624297, 2012; note: potency is the fitted concentration of half-maximal effect; % of control where 0% means no effect; nearly all actives have a fitted effect of over 55% in size
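First, 250 cells per well were seeded. Next, compound or vehicle (23 nL) was pinned in, plates sat 48 hr at 37 C. Finally Hoechst was added for 40 min before fluorescence scanning.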
* = called active by the depositor; [ ] = remark or other dose. Unless noted, calls come from the whole dose curve; as a rule, active = well fitted curve in the direction sought with a large enough effect; inconclusive = small, poorly fitted or top-dose-only effect, or another doubt; inactive = no such curve, though single readings can be large; an effect the other way counts as inactive or inconclusive. Not a hit list; 12% or so of the library scored in one or more.

For COC(=O)c1ccc(CSc2nc3c(cnn3-c3ccc(Cl)cc3)c(=O)[nH]2)o1 the results were HT1080 IDH1KD tx 6%, IL1B secr inh 27, KB-V1 MDR tox 3%, GLP-1R agonist 9%, DRD3 agonist 14, D3 antag 27, HT1080-NT tox 0%, KB-3-1 cytotox 0% and SW480 rerep 5%.
`O=C(Cn1ncc(Cl)c(Cl)c1=O)NCC1CCCCC1` gave HT1080 IDH1KD tx inconclusive, IL1B secr inh -103*, KB-V1 MDR tox 3%, GLP-1R agonist -23%, DRD3 agonist -30, D3 antag -15, HT1080-NT tox inconclusive, KB-3-1 cytotox 15µM* and SW480 rerep inconclusive.
For COc1ccc(OC)c(C(=O)c2coc3ccc(OCC(=O)O)cc23)c1 the results were HT1080 IDH1KD tx 16%, IL1B secr inh 16, KB-V1 MDR tox 5%, GLP-1R agonist -2%, DRD3 agonist -2, D3 antag -16, HT1080-NT tox 11%, KB-3-1 cytotox 17% and SW480 rerep -9%.
For CC(CCc1ccccc1)NC(=O)c1ccc(-n2cncn2)c([N+](=O)[O-])c1 (stereo not drawn) the results were HT1080 IDH1KD tx 0%, IL1B secr inh 4, KB-V1 MDR tox -3%, GLP-1R agonist 0%, DRD3 agonist 1, D3 antag 20, HT1080-NT tox 15%, KB-3-1 cytotox -6% and SW480 rerep -7%.
Cc1cccc2cc(CN(C(=O)c3cccs3)c3ccccc3)c(=O)[nH]c12 was read as HT1080 IDH1KD tx -3%, IL1B secr inh 0, KB-V1 MDR tox 23µM*, GLP-1R agonist -12%, DRD3 agonist 6, D3 antag 26, HT1080-NT tox 0%, KB-3-1 cytotox -12% and SW480 rerep 6%.
CCn1cc(Cl)c(C(=O)NNC(=O)CCn2cc([N+](=O)[O-])cn2)n1 was read as HT1080 IDH1KD tx 13%, IL1B secr inh 0, KB-V1 MDR tox 1%, GLP-1R agonist 2%, DRD3 agonist 17, D3 antag -21, HT1080-NT tox 8%, KB-3-1 cytotox -3% and SW480 rerep -77%[inhibitor].
N#C/C(=C(/O)CCl)c1nc(-c2ccccc2)cs1 was read as HT1080 IDH1KD tx -30%, IL1B secr inh -57*, KB-V1 MDR tox inconclusive, GLP-1R agonist -2%, DRD3 agonist -1, D3 antag -6, HT1080-NT tox -28%, KB-3-1 cytotox inconclusive and SW480 rerep inconclusive.
For CN(C)/C=C(/C(=O)c1ccc(F)cc1)S(=O)(=O)c1ccc(F)cc1 the results were HT1080 IDH1KD tx 3%, IL1B secr inh -17, KB-V1 MDR tox -7%, GLP-1R agonist -1%, DRD3 agonist -5, D3 antag 6, HT1080-NT tox 1%, KB-3-1 cytotox -1% and SW480 rerep 4%.
`COc1cccc(NC(=O)CN(C)C(=O)c2cc(S(=O)(=O)N3CCCCCC3)ccc2OC)c1` gave HT1080 IDH1KD tx -9%, IL1B secr inh -19, KB-V1 MDR tox 0%, GLP-1R agonist -5%, DRD3 agonist 1, D3 antag -10, HT1080-NT tox 2%, KB-3-1 cytotox -13% and SW480 rerep -18%.
`CCC(C)NC(=O)Cn1nc([N+](=O)[O-])c(Cl)c1C` (stereo not drawn) gave HT1080 IDH1KD tx -2%, IL1B secr inh -1, KB-V1 MDR tox 19%, GLP-1R agonist 13%, DRD3 agonist 0, D3 antag -16, HT1080-NT tox 4%, KB-3-1 cytotox -1% and SW480 rerep inconclusive.
For O=C(NC1CC1)C1=C[C@@H](c2ccc(C(F)(F)F)cc2)C[C@@H](OCCCCO)O1 the results were HT1080 IDH1KD tx -19%, IL1B secr inh -13, KB-V1 MDR tox 0%, GLP-1R agonist 11%, DRD3 agonist -10, D3 antag -23, HT1080-NT tox -6%, KB-3-1 cytotox 0% and SW480 rerep 6%.
O=C(Nc1cc(F)ccc1F)C1CCCN1S(=O)(=O)c1cccc2nsnc12 (stereo not drawn) was read as HT1080 IDH1KD tx -5%, IL1B secr inh 15, KB-V1 MDR tox 10%, GLP-1R agonist -5%, DRD3 agonist 2, D3 antag -11, HT1080-NT tox 2%, KB-3-1 cytotox -6% and SW480 rerep 1%.
Screening COc1ccc([N+](=O)[O-])cc1NC(=O)C(C)OC(=O)/C=C/c1ccco1 (stereo not drawn) returned HT1080 IDH1KD tx -5%, IL1B secr inh 0, KB-V1 MDR tox inconclusive, GLP-1R agonist 1%, DRD3 agonist 6, D3 antag -14, HT1080-NT tox -4%, KB-3-1 cytotox 1% and SW480 rerep -105%[inhibitor].
For COc1ccc(C(=O)N2CCN(c3ccccc3Cl)CC2)cc1S(=O)(=O)NC1CC1 the results were HT1080 IDH1KD tx -9%, IL1B secr inh -24, KB-V1 MDR tox -2%, GLP-1R agonist -1%, DRD3 agonist -2, D3 antag -8, HT1080-NT tox -14%, KB-3-1 cytotox -11% and SW480 rerep 3%.
`O=C(NCc1ccccc1)[C@@H]1C[C@H]1[C@@H](NP(=O)(c1ccccc1)c1ccccc1)c1ccccc1` gave HT1080 IDH1KD tx -2%, IL1B secr inh 0, KB-V1 MDR tox 0%, GLP-1R agonist -3%, DRD3 agonist 13, D3 antag 0, HT1080-NT tox inconclusive, KB-3-1 cytotox -6% and SW480 rerep inconclusive.
Screening CC(C)(C)c1ccccc1NC(=O)Nc1nc(C(N)c2ccccc2Cl)cs1 (stereo not drawn) returned HT1080 IDH1KD tx inconclusive, IL1B secr inh 25, KB-V1 MDR tox -4%, GLP-1R agonist 1%, DRD3 agonist 10, D3 antag 57, HT1080-NT tox inconclusive and KB-3-1 cytotox -2%.
For Cc1cc(Br)ccc1NC(=O)c1ccccc1-c1ccccc1 the results were HT1080 IDH1KD tx 8%, IL1B secr inh inconclusive, KB-V1 MDR tox 13µM*, GLP-1R agonist 6%, DRD3 agonist -1, D3 antag 5, HT1080-NT tox 5%, KB-3-1 cytotox 1% and SW480 rerep 27%.
Screening COc1ccc(/C=N/Nc2nc(C)cc(-c3ccccc3)n2)cc1OC returned HT1080 IDH1KD tx -24%, IL1B secr inh inconclusive, KB-V1 MDR tox -25%, GLP-1R agonist 15%, DRD3 agonist 12, D3 antag 53, HT1080-NT tox -27%, KB-3-1 cytotox -12% and SW480 rerep inconclusive.
Screening CCN(CC)C(=O)c1sc2nc(-c3cccs3)cc(-c3ccc(Cl)cc3)c2c1N returned HT1080 IDH1KD tx 11%, IL1B secr inh 32, KB-V1 MDR tox -11%, GLP-1R agonist -1%, DRD3 agonist -2, D3 antag -14, HT1080-NT tox 9%, KB-3-1 cytotox -2% and SW480 rerep 13µM*.
Screening O=C(N1CCOCC1)N1CCN(S(=O)(=O)c2ccc(F)cc2)CC1 returned HT1080 IDH1KD tx -9%, IL1B secr inh 20, KB-V1 MDR tox 26%, GLP-1R agonist 6%, DRD3 agonist 7, D3 antag -2, HT1080-NT tox -9%, KB-3-1 cytotox 17% and SW480 rerep 18%.
For Cc1ccc(C)c(Nc2cc(C(=O)NCc3cccnc3)c3ccccc3n2)c1 the results were HT1080 IDH1KD tx -24%, IL1B secr inh -73*, KB-V1 MDR tox -7%, GLP-1R agonist 5%, DRD3 agonist 3, D3 antag 11, HT1080-NT tox -18%, KB-3-1 cytotox 0% and SW480 rerep -3%.
`Fc1cccc(Cc2c(C3CCCCC3)nc3c4ccccc4ccn23)c1` gave HT1080 IDH1KD tx -1%, IL1B secr inh 0, KB-V1 MDR tox inconclusive, GLP-1R agonist -3%, DRD3 agonist -17, D3 antag 0, HT1080-NT tox 0% and KB-3-1 cytotox -20%.
For Cc1ccccc1-n1nc2c(c1NC(=O)c1cc3ccccc3oc1=O)CS(=O)(=O)C2 the results were HT1080 IDH1KD tx -5%, IL1B secr inh -9, KB-V1 MDR tox -10%, GLP-1R agonist 14%, DRD3 agonist -1, D3 antag 22, HT1080-NT tox 12%, KB-3-1 cytotox -20% and SW480 rerep -2%.
`COC(=O)c1c(C)[nH]c(C(=O)C(C)Sc2nnc(-c3cc(OC)c(OC)c(OC)c3)o2)c1C` (stereo not drawn) gave HT1080 IDH1KD tx -3%, IL1B secr inh -18, KB-V1 MDR tox -2%, GLP-1R agonist -2%, DRD3 agonist -1, D3 antag 1, HT1080-NT tox -7%, KB-3-1 cytotox -4% and SW480 rerep -2%.
O=C(OCC(=O)N1CCN(S(=O)(=O)c2ccc(Cl)cc2)CC1)c1cc(Br)ccc1O was read as HT1080 IDH1KD tx 3%, IL1B secr inh 8, KB-V1 MDR tox 10%, GLP-1R agonist -12%, DRD3 agonist -2, D3 antag 10, HT1080-NT tox 3%, KB-3-1 cytotox -1% and SW480 rerep -4%.

As a short view, part of the list above:
`COC(=O)c1c(C)[nH]c(C(=O)C(C)Sc2nnc(-c3cc(OC)c(OC)c(OC)c3)o2)c1C` (stereo not drawn) gave HT1080 IDH1KD tx -3%, IL1B secr inh -18, KB-V1 MDR tox -2%, GLP-1R agonist -2%, DRD3 agonist -1, D3 antag 1, HT1080-NT tox -7%, KB-3-1 cytotox -4% and SW480 rerep -2%.
O=C(OCC(=O)N1CCN(S(=O)(=O)c2ccc(Cl)cc2)CC1)c1cc(Br)ccc1O was read as HT1080 IDH1KD tx 3%, IL1B secr inh 8, KB-V1 MDR tox 10%, GLP-1R agonist -12%, DRD3 agonist -2, D3 antag 10, HT1080-NT tox 3%, KB-3-1 cytotox -1% and SW480 rerep -4%.
